Compound activity deposited in PubChem BioAssay by several laboratories.
MrgX1 allo act = human MrgX1 positive allosteric modulation, primary screen. B-score at 10 µM. MrgX1-HEK293, Fluo-4 calcium flux, FDSS; hits give high values. 310,000 tested, 0.63% active. Q96LB2. AID 588675;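 active = plate-corrected calcium response at least 3 library SD above typical, normal starting fluorescence, not activating the receptor alone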;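 note: compound read alongside a low EC10 to EC30 dose of BAM8-22 agonist; peak minus trough fluorescence over baseline measured at the second addition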
Target sequence (Q96LB2 whole entry, looked up): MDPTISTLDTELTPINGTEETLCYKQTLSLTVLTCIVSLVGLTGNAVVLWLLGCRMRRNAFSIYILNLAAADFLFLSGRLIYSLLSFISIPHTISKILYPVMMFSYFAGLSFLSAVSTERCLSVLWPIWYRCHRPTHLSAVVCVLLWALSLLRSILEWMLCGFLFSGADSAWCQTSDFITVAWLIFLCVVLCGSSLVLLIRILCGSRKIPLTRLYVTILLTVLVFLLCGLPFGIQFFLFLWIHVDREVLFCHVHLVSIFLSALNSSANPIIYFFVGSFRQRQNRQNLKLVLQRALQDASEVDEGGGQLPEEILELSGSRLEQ
Platelet DG rel = platelet dense granule release activity; human platelet-rich plasma, SFLLRN dense granule ATP release, luminescence; inhibition, %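 (compounds screened at 7.5 µM in platelet-rich plasma)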; 300,000 tested, 0.22% active;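 active = mean replicate score, as percent of positive control, at or above 50; inconclusive = mean below 50 but at least one replicate at or above 50; inactive = mean and every replicate below 50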
HIF act = HIF pathway transcriptional activation; activation, % at 7.5 µM (by protocol); 300,000 tested, 0.32% active; U2OS HRE-luciferase reporter, luminescence; normalized: DMSO 0%, desferrioxamine 100%;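 active = mean activation of at least 10% of the iron chelator positive control signal, with at least half of replicates also reaching 10%; inconclusive = mean and replicate majority disagree about reaching 10%; inactive = mean and most replicates under 10%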
TRPC4 block = blocks the mouse TRPC4 cation channel; Q9QUQ5; HEK293 TRPC4beta/mu-opioid, DAMGO-evoked Fluo4 calcium flux; hits give low values; B-score at 10 µM; 300,000 tested, 0.39% active;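 active = B-score over 3 SD under the library average, no early fluorescence shift, positive overall ratio signal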
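Assay system: HEK293 cells with stable TRPC4beta plus mu-opioid receptor expression; Probe or stimulus: DAMGO in two steps, submaximal then maximal; Dosing: single-point compound dosing; Measured by: Fluo4 calcium-dye fluorescence, kinetic read; Read-out basis: B score from integrated Fluo4 fluorescence ratio.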
RGS4 block = human RGS4 inhibition; P49798; HEK293 M3R/RGS4 inducible, Fluo-4 calcium flux; hits give high values; triggered by carbachol at its EC20; B-score at 10 µM; 310,000 tested, 0.45% active; AID 463165;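 active = B-score, a plate-corrected calcium signal, over three deviations above library mean, with baseline fluorescence within five deviations of library mean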;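 note: RGS4 expression induced by doxycycline in cells with stable M3 receptor; B-score is computed from the integrated fluorescence ratio over baseline after carbachol; higher B-score means a larger calcium signal and so more RGS4 inhibition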
Target sequence (P49798 whole entry, looked up): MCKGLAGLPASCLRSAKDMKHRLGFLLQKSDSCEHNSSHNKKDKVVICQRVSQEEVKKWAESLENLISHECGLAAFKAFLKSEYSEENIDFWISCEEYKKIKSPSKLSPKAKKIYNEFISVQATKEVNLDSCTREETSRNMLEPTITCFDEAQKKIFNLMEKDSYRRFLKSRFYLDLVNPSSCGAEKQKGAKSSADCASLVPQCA
SKKanGAS inh = inhibitors of SKKanGAS S. pyogenes growth in kanamycin (SK-promoter or general growth effect). inhibition, % at 7.5 µM. BacTiter-Glo, 6 h. 300,000 tested, 1.3% active;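 active = mean replicate score, as percent of positive control median, at least 50; inconclusive = mean below 50 but one replicate at or above 50; inactive = mean and every replicate below 50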;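 note: strain carries kanamycin resistance gene driven by streptokinase promoter and grows in 40 µg/ml kanamycin; loss of luminescence reflects streptokinase promoter inhibition or plain growth inhibition; 0% = median of DMSO wells and 100% = positive control at its reference dose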
MrgX1 antagonist = antagonists of human MrgX1 receptor; Q96LB2; MRGX1-HEK293 calcium flux, Fluo-4, BAM8-22 antagonism; hits give low values; B-score at 10 µM; 310,000 tested, 1.3% active;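 active = calcium-response B-score plate-corrected more than 3 library SD below zero, starting fluorescence within 5 deviations, no agonist response on first addition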;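 note: peak minus trough fluorescence over baseline after final BAM8-22 challenge near maximal dose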
TRPC6 inh = mouse TRPC6 channel inhibition | AID 2553 | 310,000 tested, 1.1% active | Q61143 | HEK293-TRPC6, membrane potential dye, ACh-evoked depolarization; hits give low values | B-score at 10 µM;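 active = B-score under library mean minus 3 SD, initial fluorescence not abnormally high, positive integrated signal ratio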;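 note: B-score derived from integrated fluorescence ratio over the kinetic read; more negative B-score means stronger inhibition of depolarization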
RGS4 act = RGS4 potentiation or activation. HEK293 M3R/inducible RGS4, carbachol calcium flux Fluo4; hits give low values. B-score at 10 µM. 310,000 tested, 0.92% active. AID 463111;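 active = B-score of the integrated calcium signal more than 4 SD below the library mean, with starting fluorescence not abnormally high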;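 note: negative B-score means reduced calcium response which marks RGS4 activation or potentiation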
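Assay system: Inducible-RGS4 HEK293 cells carrying M3 receptor | Schedule: Compound preincubation 20 min at room temperature before agonist | Signal: Kinetic calcium fluorescence imaging with Fluo4-AM dye, 2 µM | Read-out basis: B score from integrated fluorescence ratio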
MrgX1 ag = agonists of human MrgX1 receptor | Q96LB2 | MrgX1-HEK293 cells, Fluo-4 calcium fluorescence, agonist mode; hits give high values | B-score at 10 µM | 310,000 tested, 0.44% active | AID 588627;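 active = calcium response B-score plate-corrected fluorescence ratio at least 3 library SD, with starting fluorescence B-score inside 5 SD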
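System – MrgX1-expressing HEK293 cells · Incubation – cells plated overnight, dye loaded 0.5 h 37 °C, 0.5 h room temperature · Technique – kinetic Fluo-4 NW fluorescence of intracellular calcium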
TRPC6 act = activators of mouse TRPC6 channel. Q61143. HEK293-TRPC6 membrane potential dye fluorescence; hits give high values. B-score at 10 µM. 310,000 tested, 0.13% active;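 active = B-score of the integrated fluorescence ratio above library mean plus 3 SD, and starting fluorescence ratio within library mean plus 5 SD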;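 note: higher score means more depolarization so channel activation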
* = called active by the depositor; i = inactive; u = inconclusive; x = no result given; & = joins results of further samples.

SMILES	SKKanGAS inh	Platelet DG rel	TRPC6 inh	MrgX1 allo act	TRPC4 block	MrgX1 antagonist	MrgX1 ag	HIF act	TRPC6 act	RGS4 block	RGS4 act
CCOC(=O)Cc1csc(NC(=O)c2ccc(F)cc2)n1	-1	-4	i	i	i	i	i	-0.2	i	i	i
COc1ccc(CSc2nnnn2Cc2ccccc2)cc1OC	0	1	i	i	i	i	i	-0.6	i	i	i
CCN1C(=O)Cc2cc(S(=O)(=O)N3CCOCC3)ccc21	3	4	i	i	i	i	i	-0.4	i	i	i
Cc1ccccc1NC(=S)Nn1cnnc1	0	-1	i	i	i	i	i	-0.9	i	i	i
COc1cccc(C2CC(c3cccs3)=NN2C(=O)CSC2=NN3CCCC(=O)N=C3S2)c1OC (centres undefined)	3	4	i	i	i	i	i	-0.2	i	i	i
CCOC(=O)c1oc2ccccc2c1COC(=O)CNC(=O)c1ccccc1	-5	2	i	i	i	i	i	-0.4	i	i	i
COc1cccc(C(=O)N2CCN(Cc3ccc4c(c3)OCO4)CC2)c1OC	-2	15	i	i	i	i	i	-0.1	i	i	i
CC(=O)Nc1ccc(S(=O)(=O)NNC(=O)CCC(=O)Nc2cc(C)ccc2C)cc1	-6	-7	i	i	i	i	i	-0.2	i	i	i
CN(CC(=O)N1CCCC1)S(=O)(=O)c1cc(Cl)ccc1Cl	16	-5	i	i	i	i	i	-0.4	i	i	i
O=C(O)C1CCCCC1C(=O)Nc1ccccc1Nc1ccccc1 (centres undefined)	-3	15	i	i	i	i	i	-0.2	i	i	i
COc1cc2cc(C(=O)Nc3ccccc3)c(N)nc2cc1OC	3	-8	i	i	i	i	i	-0.7	i	i	i
N#Cc1cnn(Cc2ccccc2)c1N	-5	-6	-6.2*	i	i	i	i	0.0	i	i	i
CCOC(=O)c1ccccc1N=Cc1c(O)c2ccccc2oc1=O	3	1	i	i	i	i	i	2.3	i	i	i
CCOC(=O)C1CCN(C(=O)/C(C)=C\c2ccccc2)CC1	-20	-5	i	i	i	i	i	-0.4	i	i	i
O=C(Nc1ccc(Br)cn1)c1coc(=O)c(Br)c1	0	-6	i	i	i	i	i	0.2	i	i	i
N#Cc1ccc(C(=O)NC2CCCCCCC2)cc1	-2	-2	i	i	i	i	i	3.7	i	i	i
COc1ccccc1CNC(=O)CCC1N=C2c3ccccc3N=C(SCC(=O)NCC3CCCO3)N2C1=O (centres undefined)	5	-4	i	i	i	i	i	0.0	i	i	i
Cc1ccc(NC2CCCN(C(=O)c3cccc4nccnc34)C2)cc1C (centres undefined)	-1	3	i	i	i	i	i	-0.8	i	i	i
CCOc1ccc(N2C(=O)CC(NCCc3ccncc3)C2=O)cc1 (centres undefined)	-4	-13	i	i	i	i	i	-0.4	i	i	i
CC(=O)c1ccc(NC(=O)CN2CCCCCC2)cc1	5	-9	i	i	i	i	i	-0.7	i	i	i
CC(=O)Nc1ccc(NC(=O)c2cc(-c3ccc(C)cc3O)n[nH]2)cc1	2	2	i	i	i	i	i	-0.1	i	i	i
CCOc1cc(/C=C2\N=C(SCC)SC2=O)cc([N+](=O)[O-])c1OC(C)=O	17	5	i	i	i	i	i	-1.4	i	i	i
Cc1cc(=O)n2nc(N3CCCC(C(=O)NCc4cccc(Cl)c4)C3)sc2n1 (centres undefined)	0	15	i	i	i	i	i	-0.4	i	i	i
CCOC(=O)C1CCN(CCC(=O)Nc2ccc(Br)c(C)c2)CC1	0	3	i	i	i	i	i	-7.0	i	i	i
CC(=O)NC1CCN(C(=O)N2CCCC2)CC1	10	5	i	i	i	i	i	-0.6	i	i	i
CC(NS(=O)(=O)c1ccccc1)C(=O)Nc1nccs1 (centres undefined)	4	-2	i	i	i	i	i	-0.8	i	i	i
Cc1onc(-c2ccccc2)c1C(=O)Nc1ccc(S(=O)(=O)N2CCOCC2)cc1	-2	-12	i	i	i	i	i	0.4	i	i	i
COc1ccccc1NC(=O)Nc1ccc(C(=O)N2CCCCC2)cc1	5	92*	i	i	i	i	i	2.6	i	i	i
N#Cc1c2n(c(=S)n(-c3ccc(F)cc3)c1=O)CCCCC2	8	2	i	i	i	i	i	0.2	i	i	i
COCC(O)CSc1nc(C)[nH]c1[N+](=O)[O-] (centres undefined)	-5	-6	i	i	i	i	i	-0.6	i	i	i
O=C(Nc1ccc(Nc2ccccc2)cc1)c1ccc(F)cc1	-6	-1	i	i	i	i	i	1.7	i	i	i
O=c1c(Cl)c(Cl)cnn1Cc1ccccc1Cl	-6	4	i	i	i	i	i	-6.4	i	i	i
O=C(CC1Oc2ccccc2NC1=O)NCc1ccccc1 (centres undefined)	-4	-2	i	i	i	i	i	x	i	i	i
CCCOP(=O)(c1ccc(N(C)C)cc1)C(O)c1ccccc1OC (centres undefined)	-9	-9	i	i	i	i	i	-0.1	i	i	i
COC(=O)c1ccccc1NC(=O)CN(C)S(=O)(=O)c1ccc(OC)c(C)c1	-3	2	i	i	i	i	i	-0.4	i	i	i
CC(C)CC(=O)N1CCN(CC2CC=CCC2)CC1 (centres undefined)	-8	2	i	i	i	i	i	0.1	i	i	i
CC1(C)CCC(=O)N2CC[C@H]3C[C@H](OC(=O)Nc4ccccc4)C[C@@H]1[C@H]32	-1	6	i	i	i	i	i	5.0	i	i	i
COCCC(=O)N1CCC(Oc2ccc(C(=O)N3CCC(N(C)C)C3)cc2)CC1 (centres undefined)	-2	-2	i	i	i	i	i	-0.7	i	i	i
O=C(NN=C1CCCC1)C1COc2ccccc2O1 (centres undefined)	3	7	i	i	i	i	i	0.1	i	i	i
O=C(NC(=S)Nc1cccc(-c2ccc(CO)o2)c1)c1cccs1	u	4	i	i	i	i	i	1.6	i	i	i
COc1ccc(C(=O)N/N=C(\C)CC(=O)Nc2cccc(C(F)(F)F)c2)cc1	0	0	i	i	i	i	i	1.8	i	i	i
Cc1ccccc1NC(=O)c1ccc(C)c(S(=O)(=O)Nc2ccccn2)c1	-1	-3	i	i	i	i	i	x	i	i	i
COc1ccc(NC(=O)c2cc3c(=O)n(C)c4ccccc4c3n2C)cc1OC	1	-2	i	i	i	i	i	-0.3	i	i	i
Cc1ccccc1N(C(=O)c1snc(C(N)=O)c1N)C(C(=O)NCC1CCCO1)c1ccc(F)cc1 (centres undefined)	3	-1	i	i	-6*	i	i	0.5	i	i	i
COc1ccc(CCN(C)C(=O)C2CCCN(Cc3ccc(OC)c(OC)c3)C2)cc1OC (centres undefined)	3&-2	4&6	i	i	i	i	i	0.4&0.0	i	i	i
O=[N+]([O-])c1ccc(C(O)C[n+]2ccccc2)cc1 (centres undefined)	-4	-1	i	i	i	i	i	0.4	i	i	i
CC(C)(C)OC(=O)NCCCC[C@@H](C(=O)N1CCN(C(=O)OC(C)(C)C)CC1)n1cc(CCC(=O)O)nn1	0	-3	i	i	i	i	i	0.1	i	i	i
CC(=O)c1cc(C(=O)Nc2ccccc2C(=O)O)oc1C	0	-35	i	i	i	i	i	-0.4	i	i	i
CC(C)(C)c1ccc(C(=O)NNc2cc(N3CCOCC3)nc(N3CCOCC3)n2)cc1	-2	-4	i	i	i	i	i	-0.9	i	i	i
COc1cc(CNn2c(C)n[nH]c2=S)cc(Cl)c1OCc1ccccc1	7	7	i	i	i	i	i	-0.7	i	i	i
O=C(Oc1nsnc1N1CCOCC1)N1CCCCC1	1	6	i	i	i	i	i	0.1	i	i	i
CCOC(=O)C1=NN(c2ccccc2C)C2=NC(C)=C(C(=O)OC)C(c3cccs3)N12 (centres undefined)	0	1	i	i	i	i	i	-0.1	i	i	i
COc1ccc(S(=O)(=O)N2CCC(C(=O)N[C@H](C(=O)NCc3ccco3)C(C)C)CC2)cc1	-7	-2	i	i	i	i	i	-0.1	i	i	i
CN1CCC(CNC(=O)Nc2csc3ccccc23)CC1	4	13	i	i	i	i	i	1.7	i	i	i
c1ccc2c(c1)Oc1cccc3cccc-2c13	10	15	i	i	i	i	i	0.3	i	i	i
CCCOC(=O)c1ccc(Oc2cn[nH]c2-c2ccc(OCC(=O)NN)cc2O)cc1	83*	2	i	i	i	i	i	0.0	i	i	i
Cc1ccc(C(=O)C(C)OC(=O)Cc2n[nH]c(=O)c3ccccc23)cc1C (centres undefined)	-1	9	i	i	i	i	i	0.2	i	i	i
O=C(CCC1CCCN(C(=O)C2=CCCCC2)C1)N1CCN(c2ccccn2)CC1 (centres undefined)	-8	-9	i	i	i	i	i	0.0	i	i	i
Cc1c(C(=O)Nc2ccc(S(=O)(=O)N3CCOCC3)cc2)cccc1[N+](=O)[O-]	-2	-2	i	i	i	i	i	2.4	i	i	i
CCOC(=O)C1(CC2CCCCO2)CCN(C(=O)Nc2ccc(C(=O)OC)cc2)CC1 (centres undefined)	-13	2	i	i	i	i	i	0.2	i	i	i

Continuation.
SMILES	SKKanGAS inh	Platelet DG rel	TRPC6 inh	MrgX1 allo act	TRPC4 block	MrgX1 antagonist	MrgX1 ag	HIF act	TRPC6 act	RGS4 block	RGS4 act
O=C(Nc1nc(-c2ccccc2)cs1)c1ccco1	-6	-4	i	i	i	i	i	3.7	i	i	i
COC(=O)Nc1ccc(S(=O)(=O)NNC(=O)c2c(O)c3ccccc3[nH]c2=O)cc1	18	5	i	i	i	i	i	0.2	i	i	i
CC(C)N1C(=O)CCC1C(=O)NCc1cccs1 (centres undefined)	-1	-17	i	i	i	i	i	-0.7	i	i	i
CCOC(=O)c1cnn(-c2sc(C(=O)OCC)c(C)c2C(=O)OCC)c1N	28	-5	i	i	i	i	i	0.1	i	i	i
CCC(=O)Nc1cccc(Oc2nc(C)cc(C)c2C#N)c1	1	-15	i	i	i	i	i	-0.4	i	i	i
CNS(=O)(=O)c1cccc(C(=O)OCC(=O)c2cc(C)n(-c3ccc4c(c3)OCO4)c2C)c1	17	12	i	i	i	i	i	-0.1	i	i	i
